FBW7 activator – FBW7 E3 ligase activators, primary screen, biochemical, AlphaScreen, human. F-box/WD repeat-containing protein 7 (Homo sapiens), Q969H0. actives 0.13% (n = 650,000). AlphaScreen FBW7–phospho-cyclin E peptide binding, activator screen. normalized activity (activation), % at 26.1 µM. AID 1259310, 2017; in the data active means normalized activity above about 1.9%;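 further: purified mutant Fbw7 with reduced substrate affinity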
Target sequence (Q969H0 whole entry, looked up): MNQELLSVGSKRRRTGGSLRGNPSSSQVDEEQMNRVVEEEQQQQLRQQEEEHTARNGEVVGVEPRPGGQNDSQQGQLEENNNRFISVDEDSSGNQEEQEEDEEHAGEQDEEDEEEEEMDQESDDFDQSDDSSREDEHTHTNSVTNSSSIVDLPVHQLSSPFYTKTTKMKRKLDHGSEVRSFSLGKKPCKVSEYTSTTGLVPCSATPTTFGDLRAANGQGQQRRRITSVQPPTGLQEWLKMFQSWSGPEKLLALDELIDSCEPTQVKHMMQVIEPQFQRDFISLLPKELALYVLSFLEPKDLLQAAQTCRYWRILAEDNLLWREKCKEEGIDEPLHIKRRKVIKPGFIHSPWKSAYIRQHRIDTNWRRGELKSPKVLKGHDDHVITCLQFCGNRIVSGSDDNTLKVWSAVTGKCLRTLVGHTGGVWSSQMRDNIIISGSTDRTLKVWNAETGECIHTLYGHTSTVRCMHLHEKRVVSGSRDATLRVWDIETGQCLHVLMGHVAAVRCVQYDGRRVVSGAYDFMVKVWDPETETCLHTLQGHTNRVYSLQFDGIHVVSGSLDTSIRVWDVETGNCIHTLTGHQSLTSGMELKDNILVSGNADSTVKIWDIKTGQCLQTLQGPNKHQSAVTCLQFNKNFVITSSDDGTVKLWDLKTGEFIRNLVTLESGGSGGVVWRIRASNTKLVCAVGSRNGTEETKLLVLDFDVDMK
MITF inh – MITF inhibitors, primary screen, biochemical, AlphaScreen, human | Microphthalmia-associated transcription factor (Homo sapiens), O75030 | AlphaScreen MITF homodimerization, bead proximity signal | inhibition, % at 2.6 µM | actives 0.91% (n = 650,000) | AID 1259374, 2018; in the data active means inhibition above about 50%;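 further: 0% = vehicle wells with protein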
GPR151 activ – activators of human GPR151, primary screen, cell-based, PathHunter beta-arrestin, luminescence; PathHunter beta-arrestin GPR151 cells; actives 1% (n = 650,000); AID 1508602, 2020; G-protein coupled receptor 151 (Homo sapiens), Q8TDV0; activation, % at 11.2 µM; in the data active means activation above about 4.9%;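 further: 0% = median of compound wells and 100% = cells with positive control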
Target sequence (Q8TDV0 whole entry, looked up): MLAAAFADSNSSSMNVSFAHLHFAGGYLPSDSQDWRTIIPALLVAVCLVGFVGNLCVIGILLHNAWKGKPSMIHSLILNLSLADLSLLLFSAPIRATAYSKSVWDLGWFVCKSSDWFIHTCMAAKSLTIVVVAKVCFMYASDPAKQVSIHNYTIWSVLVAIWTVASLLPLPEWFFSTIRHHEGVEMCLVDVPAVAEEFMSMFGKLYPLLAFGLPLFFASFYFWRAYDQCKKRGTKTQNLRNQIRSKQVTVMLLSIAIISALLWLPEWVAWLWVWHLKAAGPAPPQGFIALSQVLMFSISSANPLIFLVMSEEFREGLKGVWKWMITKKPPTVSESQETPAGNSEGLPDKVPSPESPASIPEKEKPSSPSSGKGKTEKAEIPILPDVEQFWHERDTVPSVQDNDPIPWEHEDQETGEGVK
TEAD-YAP block – TEAD-YAP interaction inhibition, primary screen, TEAD-YAP interaction inhibitor project, luminescence, HEK-TIYL cells. TEAD-Gal4/YAP UAS-luciferase luminescence. inhibition, % at 9.12 µM. actives 1.4% (n = 640,000). AID 1259422, 2018; in the data active means inhibition above about 32%;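 further: 0% = median of test compound wells and 100% = reference inhibitor wells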
* = called active by the depositor.

COc1cccc(Nc2cc(N3CCOCC3)c3noc4c3c2C(=O)c2ccccc2-4)c1 was read as FBW7 activator -0.6, MITF inh 3, GPR151 activ 0.2 and TEAD-YAP block 8.
CC1(C)CC2CC(C)(CN2Cc2cccc([N+](=O)[O-])c2)C1 (stereo unspecified) was read as FBW7 activator 0.5, MITF inh 40, GPR151 activ -1.3 and TEAD-YAP block 11.
For Cc1ccc(N2C(=O)c3cccc(N)c3C2=O)cc1C the results were FBW7 activator 0.0, MITF inh -15, GPR151 activ 0.8 and TEAD-YAP block -15.
For COc1nc(N)nc(-c2c(C)nn(C)c2C)n1 the results were FBW7 activator 0.1, MITF inh -1, GPR151 activ 4.0 and TEAD-YAP block -2.
For O=c1[nH]c2c(c(=O)[nH]1)C(c1cc([N+](=O)[O-])c(N3CCOCC3)cc1N1CCOCC1)O2 (stereo unspecified) the results were FBW7 activator -0.1, MITF inh -6, GPR151 activ -0.6 and TEAD-YAP block -14.
Screening CCN(CC)C(=O)C(=O)Nc1cccc(Cl)c1C returned FBW7 activator 0.9, MITF inh 14, GPR151 activ -2.0 and TEAD-YAP block 6.
Cc1ccc(N2CCN(S(=O)(=O)c3ccc(Cl)s3)CC2C)cc1 (stereo unspecified) was read as FBW7 activator 0.2, MITF inh 13, GPR151 activ 0.9 and TEAD-YAP block -2.
Screening Cc1ccccc1-c1cccc(CN2CCc3nncn3CC2)c1 returned FBW7 activator -0.1, MITF inh 7, GPR151 activ 0.5 and TEAD-YAP block -11.
`Cc1cc(C)c(NC(=O)c2ccc(Cl)cc2Cl)c(C)c1NC(=O)c1ccc(Cl)cc1Cl` gave FBW7 activator -0.1, MITF inh -2, GPR151 activ 0.6 and TEAD-YAP block -6.
`COc1cc(/C=C2/SC(NC(C)=O)=NC2=O)cc(Cl)c1OCC(=O)O` gave FBW7 activator -0.1, MITF inh -1, GPR151 activ 0.2 and TEAD-YAP block 5.

Grouped by structure, the entries above with sulfur (2)
Cc1ccc(N2CCN(S(=O)(=O)c3ccc(Cl)s3)CC2C)cc1 (stereo unspecified) was read as FBW7 activator 0.2, MITF inh 13, GPR151 activ 0.9 and TEAD-YAP block -2.
`COc1cc(/C=C2/SC(NC(C)=O)=NC2=O)cc(Cl)c1OCC(=O)O` gave FBW7 activator -0.1, MITF inh -1, GPR151 activ 0.2 and TEAD-YAP block 5.

Following part.
`Cc1cc(-c2csc(N)n2)c(C)n1CC1COc2ccccc2O1` (stereo unspecified) gave FBW7 activator 0.0, MITF inh 5, GPR151 activ 0.0 and TEAD-YAP block 1.
Screening COc1ccc(-n2nc([N+](=O)[O-])c(=Nc3cc(C)cc(C)c3)n2O)cc1 returned FBW7 activator -0.6, MITF inh 11, GPR151 activ 0.6 and TEAD-YAP block -13.
O=C(/C=C/c1ccco1)Nc1nc2ccc([N+](=O)[O-])cc2s1 was read as FBW7 activator -0.1, MITF inh 21, GPR151 activ 0.1 and TEAD-YAP block 1.
`Cn1cc(CN2CCC3(CC2)CC3C(=O)N2CCN(Cc3cccs3)CC2)cn1` (stereo unspecified) gave FBW7 activator -0.1, MITF inh 0, GPR151 activ 0.2 and TEAD-YAP block -5.
Screening Cc1ccccc1CS(=O)(=O)CC(Nc1ccc(C(=O)O)cc1[N+](=O)[O-])C(=O)O (stereo unspecified) returned FBW7 activator -0.1, MITF inh 15, GPR151 activ -0.4 and TEAD-YAP block 1.
For Cc1ccc(N(C(=O)COc2ccccc2)C2C=CS(=O)(=O)C2)cc1 (stereo unspecified) the results were FBW7 activator 0.5, MITF inh 8, GPR151 activ -1.4 and TEAD-YAP block -13.
`CCC1C(=O)NCCN1Cc1ccc2c(c1)CN(Cc1cc(OC)ccc1OC)CCO2` (stereo unspecified) gave FBW7 activator 0.7, MITF inh 12, GPR151 activ 0.3 and TEAD-YAP block 16.
`Cc1cc(C)c(NC(=O)CSc2nnnn2-c2c(C)cc(C)cc2C)c(C)c1` gave FBW7 activator 0.5, MITF inh 2, GPR151 activ 1.0 and TEAD-YAP block 1.
For C=C1c2cc(C)c(C)cc2NC(=O)N1c1ccc(Cl)cc1 the results were FBW7 activator 0.5, MITF inh -4, GPR151 activ -0.9 and TEAD-YAP block -16.
`O=C(c1nn(-c2ccc(Cl)cc2)c(=O)c2ccccc12)N1CCN(c2ccccc2)CC1` gave FBW7 activator -0.2, MITF inh -2, GPR151 activ -0.3 and TEAD-YAP block 1.

Compounds above that contain a COOH group (two):
`COc1cc(/C=C2/SC(NC(C)=O)=NC2=O)cc(Cl)c1OCC(=O)O` gave FBW7 activator -0.1, MITF inh -1, GPR151 activ 0.2 and TEAD-YAP block 5.
Screening Cc1ccccc1CS(=O)(=O)CC(Nc1ccc(C(=O)O)cc1[N+](=O)[O-])C(=O)O (stereo unspecified) returned FBW7 activator -0.1, MITF inh 15, GPR151 activ -0.4 and TEAD-YAP block 1.

The results go on.
`Cc1cc(C)nc(N(C(=O)C2CC2)c2ccccc2C(F)(F)F)n1` gave FBW7 activator -0.2, MITF inh 9, GPR151 activ -1.0 and TEAD-YAP block 6.
N#CCn1c(-c2nonc2N)nc2ccccc21 was read as FBW7 activator 0.1, MITF inh -4, GPR151 activ -0.3 and TEAD-YAP block 6.
Cc1ccc(N(CC(=O)NC2CCCCC2)C(=O)CCC(=O)Nc2nccs2)cc1 was read as FBW7 activator 0.3, MITF inh 8, GPR151 activ -0.9 and TEAD-YAP block 8.
CCOc1ccc(C(=O)COC(=O)C2COc3ccccc3O2)cc1 (stereo unspecified) was read as FBW7 activator 0.0, MITF inh 2, GPR151 activ -0.7 and TEAD-YAP block -3.
Screening O=C(c1nc2ccc(Cl)cn2c1CNCC1CCCO1)N1CCCCCCC1 (stereo unspecified) returned FBW7 activator -0.1, MITF inh -11, GPR151 activ -0.1 and TEAD-YAP block -18.
`O=C(Nc1ccccc1)NC1(C(=O)Nc2ccc(-n3cnnn3)cc2)CCCCC1` gave FBW7 activator 0.1, MITF inh -12, GPR151 activ -0.5 and TEAD-YAP block 5.
`CC/C(=N\NC(=O)CNc1ccc(OC)cc1)c1ccccc1` gave FBW7 activator 0.1, MITF inh 15, GPR151 activ -1.2 and TEAD-YAP block 7.
`CC(=O)NC(Nc1cc(C)ccc1C)C(=O)c1ccccc1` (stereo unspecified) gave FBW7 activator 0.0, MITF inh 7, GPR151 activ 0.4 and TEAD-YAP block 5.
CC(C)Oc1ccc(NC(=O)Oc2ccccc2)cc1 was read as FBW7 activator 0.1, MITF inh 10, GPR151 activ -5.9 and TEAD-YAP block 0.
COc1ccc(N2C(=O)CC(N(Cc3ccc4c(c3)OCO4)C(C)=O)C2=O)cc1 (stereo unspecified) was read as FBW7 activator -0.4, MITF inh 0, GPR151 activ -1.0 and TEAD-YAP block 8.
COc1cc(C(CC(=O)NCCC(C)C)N2Cc3ccccc3C2=O)cc(OC)c1OC (stereo unspecified) was read as FBW7 activator 0.0, MITF inh 7, GPR151 activ 0.3 and TEAD-YAP block 12.
COc1ccc(C2CCCN2C(=O)Nc2ccc(Cl)cc2)cc1OC (stereo unspecified) was read as FBW7 activator 0.9, MITF inh 4, GPR151 activ -0.8 and TEAD-YAP block -8.
CC(C)Nc1ncnc2c1nnn2Cc1ccccc1Cl was read as FBW7 activator -0.2, MITF inh 1, GPR151 activ 0.5 and TEAD-YAP block -4.
For COc1cc(NC(=O)Nc2cc(C(F)(F)F)ccc2-n2ccnc2)cc(OC)c1OC the results were FBW7 activator 0.2, MITF inh 18, GPR151 activ 2.2 and TEAD-YAP block 9.
For C/C(=N\NC(=O)c1nnn(-c2nonc2N)c1-c1ccccc1)c1ccc(O)cc1O the results were FBW7 activator -0.4, MITF inh -2, GPR151 activ 1.9 and TEAD-YAP block 43*.
Screening Cc1c(C(=O)N2CCCC2)sc2ncn(CC(=O)N3CCC(C)CC3)c(=O)c12 returned FBW7 activator -0.1, MITF inh -10, GPR151 activ 0.3 and TEAD-YAP block -3.
Screening CCC(C)c1ccccc1OCCNCCOC (stereo unspecified) returned FBW7 activator -0.1, MITF inh 46, GPR151 activ -2.4 and TEAD-YAP block -2.
`COCCNc1nc(-c2cc(C)cs2)ccc1C(=O)N1CCN(C)CC1` gave FBW7 activator 0.5, MITF inh -12, GPR151 activ 0.3 and TEAD-YAP block -3.
Screening N#CC(C#N)=C(C(C#N)=C1Nc2ccccc2N1)c1ccccc1F returned FBW7 activator 0.4, MITF inh -7, GPR151 activ -0.2 and TEAD-YAP block 25.
For O=C1CCCCC1CNc1cccc(C(F)(F)F)c1 (stereo unspecified) the results were FBW7 activator 0.0, MITF inh 74*, GPR151 activ -1.0 and TEAD-YAP block 4.
For Cc1c(C(=O)NCc2ccccn2)sc2ncnc(N3CCN(c4ccccc4F)CC3)c12 the results were FBW7 activator -0.3, MITF inh 30, GPR151 activ 0.8 and TEAD-YAP block -5.
Screening CC1=CCC(CC2N(c3ccc(C)cc3)CCN2c2ccc(C)cc2)C1(C)C (stereo unspecified) returned FBW7 activator -0.2, MITF inh 17, GPR151 activ 1.0 and TEAD-YAP block -3.
N#Cc1c(Cl)nc(Cl)c(Cl)c1N(Cc1ccccc1)Cc1ccccc1Cl was read as FBW7 activator -0.1, MITF inh -18, GPR151 activ 0.3 and TEAD-YAP block 8.
Screening COc1ccccc1-n1nc(C(=O)N2CCCC2)c2ccccc2c1=O returned FBW7 activator 0.1, MITF inh 14, GPR151 activ 3.3 and TEAD-YAP block -1.
Cc1cc(C)n2c(SCC(=O)Nc3ccccc3N3CCOCC3)nnc2n1 was read as FBW7 activator 0.1, MITF inh 18, GPR151 activ 0.8 and TEAD-YAP block -7.
Screening O=C1C2C3C=CC(C3)C2C(=O)N1c1ccc(Oc2ccccc2Cl)cc1 (stereo unspecified) returned FBW7 activator -0.1, MITF inh -21, GPR151 activ -0.5 and TEAD-YAP block 14.
For COc1ccccc1-n1c(=S)[nH]c2c(sc(=S)n2Cc2ccccc2)c1=O the results were FBW7 activator 0.0, MITF inh 9, GPR151 activ 0.4 and TEAD-YAP block -13.
For O=C(Nc1cccc(Br)c1)c1cccc2nc3ccccc3nc12 the results were FBW7 activator 0.2, MITF inh 6, GPR151 activ 1.8 and TEAD-YAP block 3.
For Cc1c(Cl)cccc1N=Cc1nc(-c2ccc(Br)cc2)oc1O the results were FBW7 activator -0.1, MITF inh -2, GPR151 activ 0.7 and TEAD-YAP block 0.
`COc1ccc(CC2(CCC(=O)N(C)CCc3cnn(C)c3)CCC(=O)N2)c2ccccc12` (stereo unspecified) gave FBW7 activator 0.0, MITF inh 14, GPR151 activ 2.1 and TEAD-YAP block 0.

Not a retest: entries from further up.
N#Cc1c(Cl)nc(Cl)c(Cl)c1N(Cc1ccccc1)Cc1ccccc1Cl was read as FBW7 activator -0.1, MITF inh -18, GPR151 activ 0.3 and TEAD-YAP block 8.
Screening COc1ccccc1-n1nc(C(=O)N2CCCC2)c2ccccc2c1=O returned FBW7 activator 0.1, MITF inh 14, GPR151 activ 3.3 and TEAD-YAP block -1.
Cc1cc(C)n2c(SCC(=O)Nc3ccccc3N3CCOCC3)nnc2n1 was read as FBW7 activator 0.1, MITF inh 18, GPR151 activ 0.8 and TEAD-YAP block -7.
Screening O=C1C2C3C=CC(C3)C2C(=O)N1c1ccc(Oc2ccccc2Cl)cc1 (stereo unspecified) returned FBW7 activator -0.1, MITF inh -21, GPR151 activ -0.5 and TEAD-YAP block 14.
For COc1ccccc1-n1c(=S)[nH]c2c(sc(=S)n2Cc2ccccc2)c1=O the results were FBW7 activator 0.0, MITF inh 9, GPR151 activ 0.4 and TEAD-YAP block -13.

Remaining list, next part:
Cc1ccc2c(cnn2C(=O)CCC(=O)NCc2cccc(Br)c2)c1 was read as FBW7 activator 0.1, MITF inh 3, GPR151 activ 1.5 and TEAD-YAP block 3.
O=C(Nc1nc2ccc([N+](=O)[O-])cc2s1)c1ccccc1Cl was read as FBW7 activator 1.4, MITF inh 10, GPR151 activ 0.8 and TEAD-YAP block -1.
`Cc1ccc(OCC(O)CNC(C)(C)CC(C)(C)C)c(C)c1` (stereo unspecified) gave FBW7 activator -0.1, MITF inh 11, GPR151 activ -0.6 and TEAD-YAP block 12.
For COc1cccc(/C=C2\SC(=S)N(NC(=O)c3ccccc3)C2=O)c1OC the results were FBW7 activator -0.2, MITF inh -16, GPR151 activ 1.4 and TEAD-YAP block 0.
For COCC(=O)N(CCN(C)C)Cc1cc2cc3c(cc2nc1Cl)OCO3 the results were FBW7 activator 0.5, MITF inh -15, GPR151 activ -0.8 and TEAD-YAP block 0.
For CCCN(C(=O)Cc1nc(N)n[nH]1)C1(C(=O)Nc2ccccc2C)CCCCC1 the results were FBW7 activator -0.6, MITF inh 24, GPR151 activ -1.3 and TEAD-YAP block -7.
Cc1ccc(S(=O)(=O)NC(=O)Nc2ccc([N+](=O)[O-])cc2Cl)cc1 was read as FBW7 activator 0.0, MITF inh -9, GPR151 activ -1.1 and TEAD-YAP block -12.
`Cc1ncc2c(c1CNS(C)(=O)=O)CCN(C(=O)/C=C/c1cccs1)C2` gave FBW7 activator -0.1, MITF inh 0, GPR151 activ 0.6 and TEAD-YAP block 10.
`O=C(NC(Nc1cccc(Cl)c1)C(=O)c1ccccc1)c1ccco1` (stereo unspecified) gave FBW7 activator -0.1, MITF inh -4, GPR151 activ 1.5 and TEAD-YAP block 4.
`CCOC(=O)CSc1nc2cccnc2n1C` gave FBW7 activator 0.4, MITF inh 13, GPR151 activ 0.4 and TEAD-YAP block 9.
For COc1ccc(-c2csc(NC(=O)CCNC(C)=O)n2)cc1 the results were FBW7 activator 0.1, MITF inh 7, GPR151 activ 0.9 and TEAD-YAP block -3.
